Compound activity: PubChem, NCI
NCI-60 one-dose screen, 48 h, at 10 µM unless noted. Numbers give growth in % (100 = growth as untreated, 0 = no growth, -100 = all killed).
SK-OV-3: SK-OV-3 ovarian cancer cells | AID 1794785 | hit rate 3.2% among 80,000
IGROV1: IGROV1 ovarian cancer. AID 1794786. hit rate 4.7% among 79,000
NCI/ADR-RES: NCI/ADR-RES ovarian cells; AID 1794790; hit rate 4.4% among 81,000
OVCAR-8: OVCAR-8 ovarian cancer; hit rate 4.4% among 81,000; AID 1794782
NCI-H522: NCI-H522 lung cancer; hit rate 8% among 78,000; AID 1794739
OVCAR-5: OVCAR-5 ovarian cancer; AID 1794783; hit rate 2.9% among 82,000
OVCAR-3: OVCAR-3 ovarian cancer | AID 1794787 | hit rate 7% among 79,000
NCI-H23: NCI-H23 lung cancer; hit rate 4% among 80,000
OVCAR-4: OVCAR-4 ovarian cancer cells; hit rate 3.7% among 80,000
An asterisk follows results filed as active; nt = not tested or not shown; & = joins results of further samples; ! = repeats disagree. The calls were made as follows: active = growth percent below 10; inactive = the rest.

Order of values – SK-OV-3 | IGROV1 | NCI/ADR-RES | OVCAR-8 | NCI-H522 | OVCAR-5 | OVCAR-3 | NCI-H23 | OVCAR-4
CCOC(=O)c1ccc[nH]1
→ 108 | 91 | 95 | 96 | 88 | 79 | 115 | 88 | 95
Cc1cccc2cc(-c3cc(-c4ccccc4)nc(=O)[nH]3)c(Cl)nc12
→ 118 | 101 | 74 | 73 | 88 | 93 | 91 | 89 | 103
O=C1OCN(c2ccc(Cl)cc2)c2ccccc21
→ 85 | 74 | 101 | 107 | 76 | 99 | 102 | 90 | 99
CC(=O)NN1CCN(C)CC1
→ 107 | 103 | 88 | 94 | 86 | 82 | 110 | 86 | 99
Cn1c(CO)nc2ccccc21
→ 103 | 104 | 105 | 107 | 100 | 101 | 120 | 102 | 114
N#Cc1c(NCc2ccc(F)cc2)oc(-c2ccccc2)c1-c1ccccc1
→ 80 | 97 | 104 | 97 | 67 | nt | 104 | 96 | 100
COc1cc(CNC(=O)/C=C/c2ccccc2)ccc1OCc1cn(-c2ccccc2)nn1
→ 103 | 93 | 94 | 103 | 93 | 97 | 105 | 102 | 85
COC(=O)[C@@H]1CCCN1C(=O)C1=C(C)NC(=S)NC1c1cc(OC)c(OC)c(OC)c1 (some centres undefined)
→ 119 | 117 | 108 | 101 | 111 | 112 | 114 | 109 | 89
COc1ccc(/C=C(\C#N)c2cc3ccccc3n2C(C)=O)cc1
→ 107 | 90 | 56 | 103 | 70 | 104 | 93 | 88 | 96
CC(=O)O[C@H]1CC[C@]2(C)[C@H]3CC=C4[C@@H]5CC(C)(C)CC[C@]5(C(=O)NC(COC(=O)C(Cl)Cl)(COC(=O)C(Cl)Cl)COC(=O)C(Cl)Cl)CC[C@@]4(C)[C@]3(C)CC[C@H]2C1(C)C
→ 97 | 97 | 89 | 90 | 54 | 91 | 86 | 99 | 86
Cc1ccccc1NC(=O)c1ccc(C(=O)Nc2ccccc2C)cc1
→ 109 | 118 | nt | 111 | 109 | 108 | 127 | 100 | 106
C=CCNc1ccc2c3c(cccc13)C(=O)N(c1ccc(/C(=C(\C)c3ccccc3)c3ccccc3)cc1)C2=O
→ 109 | 87 | 94 | 97 | 89 | 99 | 109 | 83 | 85
CCOC(=O)c1c(C)oc2ncnc(N3CCN(C(=O)COc4ccc(I)cc4)CC3)c12
→ 70 | 85 | 89 | 89 | 78 | 95 | 101 | 96 | 80
CCOC(=O)C(C)C(C)(O)c1ccccc1 (centres undefined)
→ 102 | 101 | 100 | 107 | nt | 104 | 107 | 99 | 90
O=C1CCC23C=CC(O2)C2(Nc4ccccc4NC2=O)c2c(Cl)cccc2N13 (centres undefined)
→ 95 | 84 | 98 | 113 | 91 | 99 | 105 | 95 | 108
COc1ccc(C(=O)NNC(=O)c2cccc3ccccc23)cc1
→ 115 | 125 | 108 | 103 | 102 | 112 | 115 | 110 | 107
N#Cc1cccc(CN2CCC3=C(C2)C(=O)N(Cc2ccc(Cl)cc2)C2=NCCCN23)c1
→ 36 | 48 | 13 | 21 | 14 | 39 | 23 | 28 | 21
c1ccc2c(c1)oc1cc3c(cc12)nnc1cccn13
→ 108 | 87 | 111 | 102 | 97 | 116 | 107 | nt | 107
Cc1ccc(S(=O)(=O)N/N=C2\CC3CCC2C3)cc1 (centres undefined)
→ 94 | 101 | 119 | 102 | 97 | 99 | 113 | 117 | 115
Cc1cccc(Cc2cnc(NC(=O)c3ccc(-n4cnnn4)cc3)s2)c1
→ 91 | 70 | 49 | 69 | 58 | 63 | 86 | 71 | 56

Profiles from above:
c1ccc2c(c1)oc1cc3c(cc12)nnc1cccn13 in the list: SK-OV-3: 108; IGROV1: 87; NCI/ADR-RES: 111; OVCAR-8: 102; NCI-H522: 97; OVCAR-5: 116; OVCAR-3: 107; NCI-H23: nt; OVCAR-4: 107
CCOC(=O)C(C)C(C)(O)c1ccccc1 (centres undefined) in the list: SK-OV-3: 102; IGROV1: 101; NCI/ADR-RES: 100; OVCAR-8: 107; NCI-H522: nt; OVCAR-5: 104; OVCAR-3: 107; NCI-H23: 99; OVCAR-4: 90

(next part)
Order of values – SK-OV-3 | IGROV1 | NCI/ADR-RES | OVCAR-8 | NCI-H522 | OVCAR-5 | OVCAR-3 | NCI-H23 | OVCAR-4
O=C(CSc1nnc2n(Cc3ccccc3)c(=O)c3c4c(sc3n12)CCCC4)c1ccccc1
→ 107 | 67 | 101 | 97 | 80 | 105 | 104 | 102 | 134
O=[N+]([O-])c1ccccc1N=Nc1c(O)[nH]c2ccc(F)cc12
→ 98 | 63 | 95 | 99 | 97 | 108 | 101 | 89 | 72
COc1ccc2c(c1)CC1OCCc3cc(OC)c(OC)c-2c31 (centres undefined)
→ 113 | 79 | 112 | 98 | 101 | 100 | 114 | 105 | 98
COC(=O)c1cc(=O)c2c(ccc3oc(=O)ccc32)[nH]1
→ 100 | 106 | 108 | 98 | 83 | 109 | 108 | 100 | 107
CN1NC(=O)c2ccccc2NC1=S
→ 106 | 123 | 101 | 102 | 103 | 102 | 123 | 97 | 107
O=c1[nH]c2ccccc2c(O)c1CCCC1CCCCC1
→ 97 | nt | 108 | 98 | 78 | 108 | 91 | 97 | 91
c1ccc2c(c1)Sc1ccccc1C2NCN1CCOCC1
→ 113 | 110 | 98 | 97 | 98 | 85 | 93 | 99 | 87
CCN(CC)S(=O)(=O)c1ccc(OC)c(NC(=O)c2[nH]c(C)c3c2CCCCC3=O)c1
→ 20 | 25 | 40 | 41 | 27 | 54 | 39 | 47 | 49
CCCCCCNC(=O)CCC
→ 111 | 107 | 104 | 100 | 96 | 104 | 107 | 91 | 99
COc1ccc2nc3cc(Cl)ccc3c(Nc3ccc(S(=O)(=O)Nc4ccccn4)cc3)c2c1
→ 106 | 117 | 100 | 91 | 94 | 103 | 105 | 99 | 100
CC/C=C\C[C@H](O)C/C=C1\CC=C(CCO)C1=O
→ 95 | 110 | 106 | 89 | 49 | 113 | 110 | 102 | 116
COc1ccc(-c2cc(-c3nnc(SCC(=O)c4ccccc4)o3)c3cc(OC)ccc3n2)cc1
→ 107 | 103 | 101 | 95 | 77 | 102 | 103 | 99 | 103
COc1ccc(-c2cc(-c3ccc(N(C)C)cc3)c(C#N)c(N3CCCC3)n2)cc1
→ 73 | 65 | 62 | 83 | 69 | 65 | 105 | 94 | 81
CCCC(=O)Oc1nc2[nH]c(=O)sc2c(C)c1CCC
→ 112&99 | 117&102 | 107&85 | 102&105 | 93&87 | 104&97 | 110&102 | 103&90 | 102&105
Cc1ccc(S(=O)(=O)NCCCNc2nccc(-c3c(-c4cccc(F)c4)nc4sccn34)n2)cc1
→ 75 | 38 | 80 | 60 | 71 | 111 | 89 | 96 | 66
CCCCCCN(CCOC(=O)c1ccc([N+](=O)[O-])cc1)CCOC(=O)c1ccc([N+](=O)[O-])cc1
→ 113 | 109 | 108 | 106 | 103 | 108 | 104 | 103 | 95
COc1cc(C=NCc2ccccc2)ccc1O
→ 112&119 | 113&125 | 98&102 | 89&96 | 85&98 | 106&116 | 97&109 | 96&100 | 101&90
O=C1C(Cl)=C(Cl)C(=O)c2c1nc1n2CCCC1
→ 91 | 104 | 94 | 100 | 85 | 116 | 83 | 74 | 117
O=[N+]([O-])c1ccc(/C=N\NC(=S)N/N=C/c2ccc([N+](=O)[O-])cc2)cc1
→ 111&108 | 104&87 | 100&98 | 100&114 | 93&106 | 113&106 | 110&124 | 99&104 | 103
C[C@H](C(=O)O)c1ccc2c3cc(Cl)ccc3n(CC(=O)Nc3cccc(Cl)c3)c2c1
→ 90 | 98 | 90 | 86 | 86 | 97 | 98 | 88 | 84
Cc1ccc2nc(NC(=O)CN3CCN(CCN4C(=O)c5cccc6cccc(c56)C4=O)CC3)sc2c1
→ 98 | 92 | 58 | 48 | 77 | 103 | 83 | 83 | 73
CCN(CC)CC(=O)Nc1c(C)cccc1C
→ 109 | 106 | 104 | 107 | 101 | nt | 118 | 106 | 104
CCOC(=O)c1cc2c(n1Cc1cc(OC)cc(OC)c1Br)-c1nc(NC(C)=O)sc1CCC2
→ 82 | 88 | 79 | 65 | 54 | 115 | 81 | 73 | 73
Oc1c(Cl)cc(Cl)cc1Sc1cc(Cl)cc(Cl)c1O
→ 96&75 | 74&33&56 | 83&11&16 | 2.7*! | -19*! | 102&50 | 77&12&47 | 6.4*! | 93&38&78
Cc1c(C(=O)/C=C/NCc2ccc(S(N)(=O)=O)cc2)sc2nc3ccccc3n12
→ nt | 104 | 101 | 93 | 77 | 90 | 106 | 96 | 92
COc1ccc(-c2nc(N)ncc2Oc2ccccc2OC)c(O)c1
→ 25 | 49 | 18 | 36 | 29 | 60 | -4.8* | 39 | 76
O=C1NC(=O)C(c2ccccc2)(c2ccc(Cl)cc2)N1 (centres undefined)
→ 98 | 97 | 99 | 101 | 95 | 93 | 60 | nt | 89
CCN1C(=S)N(c2ccccc2)C2N=c3s/c(=C4\C(=O)N(C(C)C)c5ccccc54)c(=O)n3NC21 (centres undefined)
→ 112 | 90 | 73 | 74 | 83 | 103 | 99 | 54 | 95
O=C(O)COc1ccc(Cl)cc1C1CCCCC1
→ 107 | 117 | 104 | 103 | 99 | 107 | 115 | 102 | 109
NC(=N\N=C/c1ccc(Cl)c(Cl)c1)/C(N)=N\N=C/c1ccc(Cl)c(Cl)c1
→ 104 | 126 | 112 | 110 | 106 | 101 | 110 | 103 | 107
Cc1ccc2c3c(cccc13)-c1ccccc1C2=O
→ 92 | 94 | 99 | 94 | 67 | 113 | 108 | 86 | 105
COc1c(C)cnc(CSc2nc(-c3ccccc3)cn2-c2ccc(Cl)cc2)c1C
→ 98 | 99 | 100 | 99 | 73 | 97 | 93 | 95 | 90
O=C(O)c1cc2cc([N+](=O)[O-])ccc2oc1=O
→ 111 | 110 | 105 | 105 | 104 | 110 | 130 | 96 | 104
O=C1/C(=C/c2ccc(Cl)cc2)N=C2SC3C(=NNC3c3ccc(Cl)cc3)N12 (centres undefined)
→ 84 | 42 | 90 | 79 | 44 | 78 | 96 | 86 | 127
CN(C)c1ncnc2c1nnn2C1OC(CO)C(O)C1O (centres undefined)
→ 4.7* | 3.8* | 15 | 8.8* | -25* | 27 | -19* | 4.8* | 23
CN(CCOc1ccccc1)Cc1ccccc1
→ 104 | 114 | 104 | 105 | nt | 100 | 121 | 109 | 97
O=C(O)C(=O)Nc1cccc([N+](=O)[O-])c1
→ 94 | 97 | 104 | 91 | 85 | 110 | 108 | 97 | 99
COc1ccc(OC)c(Cn2cc3c(c2-c2ccccc2)CCc2cnoc2-3)c1
→ 48 | 45 | 21 | 79 | 56 | 91 | 18 | 61 | 78
COc1ccc(NC(=O)/C(=C/N2C(=O)/C(=C/c3ccc(OC)c(OC)c3)NC2=S)C(C)=O)cc1
→ 56 | 75 | 78 | 81 | 47 | 99 | 79 | 64 | 85
COc1ccc(Cc2cc(-c3ccccc3C)n[nH]c2=O)cc1
→ 102 | 54 | 105 | 100 | 105 | 101 | 96 | 99 | 92

Among those listed so far, 14 have a carbonyl joined to an NH by a bond outside any ring:
Order of values – SK-OV-3 | IGROV1 | NCI/ADR-RES | OVCAR-8 | NCI-H522 | OVCAR-5 | OVCAR-3 | NCI-H23 | OVCAR-4
CC(=O)NN1CCN(C)CC1
→ 107 | 103 | 88 | 94 | 86 | 82 | 110 | 86 | 99
COc1cc(CNC(=O)/C=C/c2ccccc2)ccc1OCc1cn(-c2ccccc2)nn1
→ 103 | 93 | 94 | 103 | 93 | 97 | 105 | 102 | 85
CC(=O)O[C@H]1CC[C@]2(C)[C@H]3CC=C4[C@@H]5CC(C)(C)CC[C@]5(C(=O)NC(COC(=O)C(Cl)Cl)(COC(=O)C(Cl)Cl)COC(=O)C(Cl)Cl)CC[C@@]4(C)[C@]3(C)CC[C@H]2C1(C)C
→ 97 | 97 | 89 | 90 | 54 | 91 | 86 | 99 | 86
Cc1ccccc1NC(=O)c1ccc(C(=O)Nc2ccccc2C)cc1
→ 109 | 118 | nt | 111 | 109 | 108 | 127 | 100 | 106
COc1ccc(C(=O)NNC(=O)c2cccc3ccccc23)cc1
→ 115 | 125 | 108 | 103 | 102 | 112 | 115 | 110 | 107
Cc1cccc(Cc2cnc(NC(=O)c3ccc(-n4cnnn4)cc3)s2)c1
→ 91 | 70 | 49 | 69 | 58 | 63 | 86 | 71 | 56
CCN(CC)S(=O)(=O)c1ccc(OC)c(NC(=O)c2[nH]c(C)c3c2CCCCC3=O)c1
→ 20 | 25 | 40 | 41 | 27 | 54 | 39 | 47 | 49
CCCCCCNC(=O)CCC
→ 111 | 107 | 104 | 100 | 96 | 104 | 107 | 91 | 99
C[C@H](C(=O)O)c1ccc2c3cc(Cl)ccc3n(CC(=O)Nc3cccc(Cl)c3)c2c1
→ 90 | 98 | 90 | 86 | 86 | 97 | 98 | 88 | 84
Cc1ccc2nc(NC(=O)CN3CCN(CCN4C(=O)c5cccc6cccc(c56)C4=O)CC3)sc2c1
→ 98 | 92 | 58 | 48 | 77 | 103 | 83 | 83 | 73
CCN(CC)CC(=O)Nc1c(C)cccc1C
→ 109 | 106 | 104 | 107 | 101 | nt | 118 | 106 | 104
CCOC(=O)c1cc2c(n1Cc1cc(OC)cc(OC)c1Br)-c1nc(NC(C)=O)sc1CCC2
→ 82 | 88 | 79 | 65 | 54 | 115 | 81 | 73 | 73
O=C(O)C(=O)Nc1cccc([N+](=O)[O-])c1
→ 94 | 97 | 104 | 91 | 85 | 110 | 108 | 97 | 99
COc1ccc(NC(=O)/C(=C/N2C(=O)/C(=C/c3ccc(OC)c(OC)c3)NC2=S)C(C)=O)cc1
→ 56 | 75 | 78 | 81 | 47 | 99 | 79 | 64 | 85
